Compound activity deposited in PubChem by Broad Institute.
E-sel inducer: E-selectin induction in HUVECs, primary screen, imaging, HUVEC, immunofluorescence imaging, single point. P16581. normalized: neutral wells 0, TNF-alpha wells 100. activation, % at 7.58 µM. actives 0.37% (n = 260,000);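 active = mean E-selectin-positive cell signal at least 10% of the positive control, reached in at least 60% of replicates, without over 20% cell loss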;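 also: in these data hits start at about 27%; measured in HUVEC primary endothelial cells; signal is the percent of cells scored E-selectin positive by PE staining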
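System: HUVEC / Compound: single concentration / Signal: immunofluorescence imaging / Read-out: percent E-selectin-positive cells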
ARNT TACC3 PPI: disruptors of ARNT/TACC3 protein interaction, primary screen, biochemical, AlphaScreen, single concentration; Transforming acidic coiled-coil-containing protein 3 (Homo sapiens), Q9Y6A5; AlphaScreen His-ARNT PAS-B/GST-TACC3 binding, luminescence; TACC3 fragment carries E629A point mutation; inhibition, % at 9.99 µM; actives 0.66% (n = 390,000); AID 623870, 2012;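 active = mean inhibition of replicates at least 50% and at least half of replicates each reaching 50%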;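 also: 0% = complete ARNT plus TACC3 wells and 100% = ARNT alone without TACC3; many hits fall short of the cut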
PglD DTNB: C. jejuni PglD acetyltransferase inhibitors, primary screen, biochemical, DTNB colorimetric, single point. UDP-N-acetylbacillosamine N-acetyltransferase PglD (Campylobacter jejuni). purified PglD enzyme, DTNB colorimetric CoA detection. inhibition, % at 12.5 µM. actives 0.098% (n = 360,000). AID 602405, 2012; in the data active = inhibition above about 16%, passing the limit was not always enough; also: strong numbers were not always called active
CASP6 VEID inh: human caspase-6 inhibitors, primary screen, biochemical, VEID-R110 fluorescence, single point, set 2 | purified caspase-6, Z-VEID-R110 cleavage fluorescence | inhibition, % at 12.5 µM | actives 0.53% (n = 350,000);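 active = mean inhibition across replicates at least about 35%, with every replicate also reaching that limit, limit read from the data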;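 also: 0% = median of neutral control wells and 100% = no fluorescence left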
esBAF inh: Bmi1 luciferase reporter increase in mESCs, primary screen, esBAF inhibitor project, mouse ES cells, Bmi1 luciferase knock-in, single point; 24 h; 100% = twice the neutral-well signal; reporter increase, % at 12.5 µM; actives 2% (n = 350,000); AID 602393, 2012; in the data active = activation above about 40%;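 also: 0% = median of the plate's neutral control wells and 100% = double that signal; a rise in the Bmi1 reporter signal indicates esBAF inhibition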
ERp5 block: inhibitors of ERp5-driven insulin aggregation, primary screen, biochemical, turbidity, absorbance 650 nm, single point. inhibition, % at 9.99 µM. 90 min. actives 0.05% (n = 350,000). Protein disulfide-isomerase A6 (Homo sapiens), Q15084. AID 651711, 2012;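 active = mean replicate inhibition above about 25%, with every replicate also reaching it, limit read from the data, passing the limit was not always enough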
Target sequence (Q15084 whole entry, looked up): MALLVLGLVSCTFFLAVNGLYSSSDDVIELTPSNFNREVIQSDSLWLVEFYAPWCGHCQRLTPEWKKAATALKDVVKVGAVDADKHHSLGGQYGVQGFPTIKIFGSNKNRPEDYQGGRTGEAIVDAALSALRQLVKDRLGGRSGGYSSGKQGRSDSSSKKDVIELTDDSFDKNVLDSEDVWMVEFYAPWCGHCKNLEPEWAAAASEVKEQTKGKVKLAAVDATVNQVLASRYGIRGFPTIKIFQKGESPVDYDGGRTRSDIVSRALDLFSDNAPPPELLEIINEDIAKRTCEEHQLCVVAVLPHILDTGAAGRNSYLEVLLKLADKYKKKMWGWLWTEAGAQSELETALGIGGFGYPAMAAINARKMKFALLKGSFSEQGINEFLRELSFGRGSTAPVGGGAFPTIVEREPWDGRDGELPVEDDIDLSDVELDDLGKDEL
RAD54 inh: inhibitors of human RAD54 branch migration, primary screen, biochemical, fluorescence, single point; DNA repair and recombination protein RAD54-like (Homo sapiens), Q92698; RAD54 Holliday junction branch migration, FAM/BHQ fluorescence; inhibition, % at 10.4 µM; actives 0.14% (n = 360,000);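 active = mean normalized replicate activity at least 40 and at least half of replicates scoring 40 or more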;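 also: 0% = median of neutral control wells and 100% = median of positive control wells; inhibitors cause a drop in the FAM fluorescence signal; in these data hits start at about 50%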
RAD52 inh: RAD52 DNA annealing inhibitors, primary screen, biochemical, FRET, single point, set 2; actives 0.46% (n = 360,000); DNA repair protein RAD52 homolog (Homo sapiens), P43351; recombinant RAD52 DNA annealing, FRET fluorescence; inhibition, % at 18.7 µM;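 active = every replicate showing at least 50% inhibition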
Target sequence (P43351 whole entry, looked up): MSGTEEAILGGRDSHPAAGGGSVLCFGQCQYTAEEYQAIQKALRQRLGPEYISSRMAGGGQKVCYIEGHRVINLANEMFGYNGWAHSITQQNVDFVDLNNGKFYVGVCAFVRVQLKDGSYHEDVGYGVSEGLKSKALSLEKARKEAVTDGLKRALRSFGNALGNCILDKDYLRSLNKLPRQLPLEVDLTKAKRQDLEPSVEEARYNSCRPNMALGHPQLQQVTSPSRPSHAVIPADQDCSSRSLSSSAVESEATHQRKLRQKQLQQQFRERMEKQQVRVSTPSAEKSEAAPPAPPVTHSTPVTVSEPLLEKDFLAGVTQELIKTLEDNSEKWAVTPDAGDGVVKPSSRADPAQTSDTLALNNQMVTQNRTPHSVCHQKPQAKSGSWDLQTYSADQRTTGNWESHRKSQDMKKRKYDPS
The depositor's hits bear a star.

Cc1noc(C)c1NC(=O)Nc1ccc2c(c1)C(=O)N([C@@H](C)CO)C[C@H](C)[C@@H](CN(C)Cc1ccc3c(c1)OCO3)OCCCC[C@@H](C)O2 was read as E-sel inducer -0.1, ARNT TACC3 PPI -3, PglD DTNB 0, esBAF inh -6 and RAD54 inh 7.
`COc1ccc([N+](=O)[O-])cc1/C=N/Nc1nc(N2CCCCC2)nc(N2CCCCC2)n1` gave E-sel inducer 2.1, ARNT TACC3 PPI 0, ERp5 block -1 and RAD52 inh -8.
For N#Cc1cccc(C(=O)N(CCc2ccccc2)Cc2cccs2)c1 the results were ARNT TACC3 PPI -3, PglD DTNB -1, CASP6 VEID inh -1, esBAF inh -6, ERp5 block -3, RAD54 inh 3 and RAD52 inh -9.
Screening CC(C)n1nc(C(=O)Nc2ccc3c(c2)OCO3)c2ccccc2c1=O returned ARNT TACC3 PPI 3, PglD DTNB -1, CASP6 VEID inh -2, esBAF inh 33, ERp5 block 4, RAD54 inh 3 and RAD52 inh -14.
Screening COc1ccc(NS(=O)(=O)c2cccc(C(=O)N3CCN(Cc4cc(OC)ccc4OC)CC3)c2)cc1 returned E-sel inducer -0.6, ARNT TACC3 PPI 7, PglD DTNB 0, CASP6 VEID inh 3, esBAF inh 6, ERp5 block 4, RAD54 inh 1 and RAD52 inh 3.
For CCc1nc2c(OCc3ccccc3C(=O)OC)cccn2c1N(C)C(=O)c1cccc(OC)c1 the results were E-sel inducer -0.2, PglD DTNB -3, CASP6 VEID inh -1, esBAF inh 0, ERp5 block 6, RAD54 inh 12 and RAD52 inh -56.
For CC1CN(C(=O)C2CCCN2S(=O)(=O)c2ccc(Cl)cc2)CC(C)O1 (stereo unspecified) the results were ARNT TACC3 PPI 11, PglD DTNB -1, CASP6 VEID inh -2, esBAF inh 2, ERp5 block 5, RAD54 inh -6 and RAD52 inh 3.
Screening Cn1cccc1C(=O)OCC(=O)Nc1ccc2[nH]c(=O)[nH]c2c1 returned E-sel inducer 0.3, PglD DTNB 3, CASP6 VEID inh 2, esBAF inh -4, ERp5 block -2, RAD54 inh -4 and RAD52 inh -3.
`CC(C)c1ccccc1NC(=O)COC(=O)c1cccnc1` gave ARNT TACC3 PPI -1, PglD DTNB -6, CASP6 VEID inh -1, esBAF inh -9, ERp5 block 1, RAD54 inh 0 and RAD52 inh -13.
Screening Cc1ccc(S(=O)(=O)n2nc(-c3cccnc3)nc2N)cc1 returned ARNT TACC3 PPI 1, PglD DTNB -3, esBAF inh -5 and RAD54 inh -3.
`CN1CCN(C(N)=NC(=O)c2ccccc2)CC1` gave E-sel inducer -2.8, ARNT TACC3 PPI -5, CASP6 VEID inh -1, ERp5 block 5 and RAD52 inh 0.
`OCCN1CCN(c2cc(-c3ccccc3)c3ccccc3n2)CC1` gave ARNT TACC3 PPI 1, CASP6 VEID inh -6, ERp5 block -37 and RAD52 inh 26.
CO[C@@H]1CN(C)C(=O)c2ccc(NC(=O)C3CC3)cc2OC[C@H](C)N(C(=O)c2ccncc2)C[C@H]1C was read as E-sel inducer -0.1, ARNT TACC3 PPI -5, PglD DTNB -1, CASP6 VEID inh -2, esBAF inh -4, ERp5 block 1, RAD54 inh 0 and RAD52 inh -8.
Screening Cc1cccc(N(CC(=O)NCCc2ccccc2)C(=O)c2csnn2)c1 returned E-sel inducer -0.2, ARNT TACC3 PPI -3, PglD DTNB -3, CASP6 VEID inh -1, esBAF inh -1, ERp5 block -1, RAD54 inh -2 and RAD52 inh -4.
C[C@H](CO)N1C[C@H](C)[C@@H](CN(C)C(=O)Nc2ccc(F)cc2)Oc2ccc(NC(=O)Nc3ccc(F)cc3)cc2CC1=O was read as E-sel inducer -0.4, ARNT TACC3 PPI 14, PglD DTNB -15, esBAF inh 0, ERp5 block 5, RAD54 inh 0 and RAD52 inh 17.
`CCCCCCCCC(=O)NNC(=O)c1c(O)c2ccccc2n(CC)c1=O` gave E-sel inducer 1.8, ARNT TACC3 PPI -2, CASP6 VEID inh 0, ERp5 block 5 and RAD52 inh -6.
`O=C(O)c1ccccc1-c1nc2ccccc2c(=O)[nH]1` gave ARNT TACC3 PPI -5, PglD DTNB 7, esBAF inh -6 and RAD54 inh -6.
For COc1ccc(CC(=O)Nc2cccc(Cl)c2C)cc1S(=O)(=O)N1CCOCC1 the results were E-sel inducer -1.6, ARNT TACC3 PPI 0, PglD DTNB 1, CASP6 VEID inh -1, esBAF inh -6, RAD54 inh -2 and RAD52 inh -15.
`COC(=O)C[C@@H]1CC[C@@H]2[C@@H](COc3ccc(NC(=O)NC(C)C)cc3C(=O)N2C)O1` gave E-sel inducer -0.1, ARNT TACC3 PPI 4, PglD DTNB -2, CASP6 VEID inh -1, esBAF inh -4, ERp5 block -3, RAD54 inh -3 and RAD52 inh -1.
`C=CCN1C(=O)c2n[nH]c(C)c2C1c1ccc(C)cc1` (stereo unspecified) gave E-sel inducer -0.1, CASP6 VEID inh -5, ERp5 block -2 and RAD52 inh -1.
Screening Cc1cc(Cl)c(S(=O)(=O)N2CCN(c3ccccn3)CC2)cc1OCC(=O)NC1CCCCC1 returned E-sel inducer -5.4, ARNT TACC3 PPI -3, CASP6 VEID inh 1, ERp5 block 2 and RAD52 inh 8.
For Cc1noc(C)c1NC(=O)Nc1cccc2c1O[C@H](CN(C)Cc1ccc(C(=O)O)cc1)[C@H](C)CN([C@H](C)CO)C2=O the results were ARNT TACC3 PPI -13, PglD DTNB -2, CASP6 VEID inh -4, esBAF inh 4, ERp5 block -10, RAD54 inh 2 and RAD52 inh -13.
`COc1ccc(OC)c(Nc2ncnc3ccccc23)c1` gave ARNT TACC3 PPI -1, PglD DTNB 6, esBAF inh -3 and RAD54 inh -6.
For C[C@@H]1CN([C@@H](C)CO)C(=O)c2cc(NS(=O)(=O)c3ccc(Cl)cc3)ccc2O[C@@H](C)CCCCO[C@H]1CN(C)S(=O)(=O)c1ccc(Cl)cc1 the results were E-sel inducer -0.2, ARNT TACC3 PPI -6, PglD DTNB -3, esBAF inh -1 and RAD54 inh -5.
C[C@H]1CN([C@@H](C)CO)C(=O)Cc2cc(NC(=O)Nc3ccc(C(F)(F)F)cc3)ccc2O[C@H]1CN(C)C(=O)Nc1ccc(F)cc1 was read as E-sel inducer 0.0, ARNT TACC3 PPI -4, PglD DTNB 1, CASP6 VEID inh 5, esBAF inh 1, ERp5 block -3, RAD54 inh 8 and RAD52 inh -13.
`O=C(NC1=NCCS1)c1ccccc1Cl` gave ARNT TACC3 PPI -3, PglD DTNB 2, CASP6 VEID inh 1, esBAF inh 1, ERp5 block -1, RAD54 inh -4 and RAD52 inh -8.
`O=C(c1ccc(COc2ccc(Cl)cc2)o1)N1CCN(Cc2ccc3c(c2)OCO3)CC1` gave ARNT TACC3 PPI -10, PglD DTNB 3, esBAF inh 2 and RAD54 inh 1.
For Oc1cc(-c2cccnc2)cc2cccnc12 the results were E-sel inducer -0.3, ARNT TACC3 PPI 65*, PglD DTNB 0, esBAF inh -66, ERp5 block 4, RAD54 inh 10 and RAD52 inh -13.
For COc1ccc(S(=O)(=O)N(C)C[C@@H]2OCCCC[C@H](C)Oc3ccc(NS(=O)(=O)c4ccccc4)cc3C(=O)N([C@H](C)CO)C[C@@H]2C)cc1 the results were ARNT TACC3 PPI 10, PglD DTNB -1, CASP6 VEID inh -1, esBAF inh 19, ERp5 block -1, RAD54 inh 3 and RAD52 inh -9.
For COc1ccccc1NC(=O)N[C@@H]1CC[C@H](CCn2cc(C3(O)CCCC3)nn2)O[C@@H]1CO the results were E-sel inducer -0.4, ARNT TACC3 PPI -1, PglD DTNB -10, CASP6 VEID inh -2, esBAF inh -5, ERp5 block -4, RAD54 inh 2 and RAD52 inh 3.

Copied from the results shown (2 entries):
For COc1ccc(S(=O)(=O)N(C)C[C@@H]2OCCCC[C@H](C)Oc3ccc(NS(=O)(=O)c4ccccc4)cc3C(=O)N([C@H](C)CO)C[C@@H]2C)cc1 the results were ARNT TACC3 PPI 10, PglD DTNB -1, CASP6 VEID inh -1, esBAF inh 19, ERp5 block -1, RAD54 inh 3 and RAD52 inh -9.
For COc1ccccc1NC(=O)N[C@@H]1CC[C@H](CCn2cc(C3(O)CCCC3)nn2)O[C@@H]1CO the results were E-sel inducer -0.4, ARNT TACC3 PPI -1, PglD DTNB -10, CASP6 VEID inh -2, esBAF inh -5, ERp5 block -4, RAD54 inh 2 and RAD52 inh 3.

(continued)
Screening Cc1cc(C)n(-c2cccc3cccnc23)n1 returned ARNT TACC3 PPI -4, PglD DTNB -8, esBAF inh -9 and RAD54 inh 3.
For O=C(Nc1ccc(Cl)cc1)c1ccc2ncsc2c1 the results were E-sel inducer 0.5, PglD DTNB 6, CASP6 VEID inh 0, esBAF inh 65*, ERp5 block -4, RAD54 inh -14 and RAD52 inh -10.
`CC(OC(=O)C1CCN(c2ccc(C(F)(F)F)cn2)CC1)C(=O)Nc1cccc([N+](=O)[O-])c1` (stereo unspecified) gave E-sel inducer -0.2, ARNT TACC3 PPI 0, PglD DTNB 2, CASP6 VEID inh 0, esBAF inh -1, ERp5 block 16, RAD54 inh -3 and RAD52 inh -14.
`CCN(CC)C(=O)C1=C(C)N(CCCN2CCCC2=O)C(=O)C(CC(=O)NC2CCCC2)C1` (stereo unspecified) gave E-sel inducer -0.2, PglD DTNB -2, CASP6 VEID inh -3, esBAF inh -2, ERp5 block 2, RAD54 inh -1 and RAD52 inh -11.
Cn1nc(C(C)(C)C)c([N+](=O)[O-])c1C(=O)Nc1cccc2ccccc12 was read as E-sel inducer -0.2, ARNT TACC3 PPI 2, PglD DTNB 10, CASP6 VEID inh 3, esBAF inh -4, ERp5 block -3, RAD54 inh -6 and RAD52 inh -60.
Screening COc1ccccc1CNS(=O)(=O)c1ccc(S(=O)(=O)NC2CC2)cc1 returned E-sel inducer 0.2, ARNT TACC3 PPI 1, PglD DTNB -3, esBAF inh -1, ERp5 block 2, RAD54 inh 1 and RAD52 inh -8.
For N#Cc1ccccc1OCCCN1CCC(C(O)(c2ccccc2)c2ccccc2)CC1 the results were E-sel inducer 1.8, CASP6 VEID inh -3, ERp5 block 0 and RAD52 inh 26.
For Cc1cc(Cl)c2ccc(Cl)cc2n1 the results were E-sel inducer 0.1, ARNT TACC3 PPI -5, CASP6 VEID inh 2, ERp5 block 1 and RAD52 inh 4.
`O=C(CCCCO)c1ccc(O)c(Cl)c1` gave ARNT TACC3 PPI 1, PglD DTNB -5, CASP6 VEID inh -4, esBAF inh 3, ERp5 block 2, RAD54 inh 6 and RAD52 inh -10.
Screening CN(CC(=O)Nc1ccccc1Br)C(=O)Cn1[nH]c(=O)c2ccccc2c1=O returned E-sel inducer -0.5, ARNT TACC3 PPI -2, PglD DTNB -1, CASP6 VEID inh 0, esBAF inh 0, ERp5 block -8, RAD54 inh -6 and RAD52 inh -1.
For NC(=O)c1c(NC(=O)C(=O)N2CCOCC2)sc2c1CCC2 the results were PglD DTNB 2, CASP6 VEID inh -1, esBAF inh 10, ERp5 block -9, RAD54 inh 4 and RAD52 inh -13.
C[C@@H]1CN([C@H](C)CO)C(=O)c2ccccc2-c2ccccc2CO[C@H]1CN(C)S(=O)(=O)c1ccc([N+](=O)[O-])cc1 was read as E-sel inducer 0.8, CASP6 VEID inh -3, ERp5 block 6 and RAD52 inh 14.
